Source: PubChem
PvdQ inh = P. aeruginosa PvdQ acylase inhibition | purified PvdQ acylase, fluorescence plate reader | inhibition, % at 10 µM | 340,000 compounds, 0.063% hits; in the data active means inhibition above about 30%, passing the limit was not always enough;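 further: 0% = vehicle neutral wells and 100% = reference inhibitor wells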
Keap1-Nrf2 PPI = Keap1-Nrf2 (human) interaction inhibition; Q14145; Keap1 Kelch-Nrf2 peptide fluorescence polarization, 1536-well; inhibition, % at 9.4 µM; 340,000 compounds, 0.15% hits; AID 504523; in the data active means inhibition above about 12%;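 further: human Keap1 Kelch domain with fluorescein labeled Nrf2 9mer peptide probe; 0% = neutral control wells and 100% = peptide positive control; higher means more block of Keap1 binding to Nrf2 peptide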
SR-BI DiI inh = inhibitors of mouse SR-BI mediated HDL lipid uptake. Q61009. ldlA[mSR-BI] CHO cells, DiI-HDL uptake fluorescence, 3 h. inhibition, % at 12.5 µM. 320,000 compounds, 0.96% hits. AID 488896;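 active means mean replicate inhibition of at least 70% and a set share of replicates each scoring 70 or more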;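 further: 0% = median of neutral control wells and 100% = median of positive control wells; values of inactives mirror those of a sister screen read the other way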
Target sequence (Q61009 whole entry, looked up): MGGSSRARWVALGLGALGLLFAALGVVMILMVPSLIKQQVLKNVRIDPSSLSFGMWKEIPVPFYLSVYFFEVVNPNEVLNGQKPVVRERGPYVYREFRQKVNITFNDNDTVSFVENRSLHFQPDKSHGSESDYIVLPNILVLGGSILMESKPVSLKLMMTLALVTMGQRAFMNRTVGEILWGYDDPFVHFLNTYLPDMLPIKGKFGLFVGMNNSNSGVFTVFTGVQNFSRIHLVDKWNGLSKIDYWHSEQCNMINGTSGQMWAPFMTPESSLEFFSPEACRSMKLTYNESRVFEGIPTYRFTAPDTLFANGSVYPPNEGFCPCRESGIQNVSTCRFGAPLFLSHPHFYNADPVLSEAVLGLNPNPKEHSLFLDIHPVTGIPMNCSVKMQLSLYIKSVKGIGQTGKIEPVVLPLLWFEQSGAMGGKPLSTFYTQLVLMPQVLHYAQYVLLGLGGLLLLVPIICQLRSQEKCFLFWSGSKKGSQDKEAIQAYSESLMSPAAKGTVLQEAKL
Arrestin-AP2 inh = human beta-arrestin and AP2 interaction inhibition; 340,000 compounds, 0.31% hits; FITC-arrestin peptide / GST-AP2 beads, flow cytometry; AP2 beta2 appendage carries R879A mutation; inhibition, % at 10 µM;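 active means inhibition above a set limit, near 3 SD of compounds lacking own fluorescence, cut at about 54% in these data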;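 further: plate controls were DMSO wells for no effect and 5 µM unlabelled arrestin peptide for full effect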
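test system = AP2 appendage R879A on GSH beads | buffer or medium = PBS plus Tween 20 (0.05%) and BSA (0.1%) | incubation = 12 min plus 1 h, RT | detection = bead flow cytometry, FITC channel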
RTF Ca sens inh = cardiac RTF calcium desensitization | P19429+P45379 | IANBD-labeled cardiac RTF, Ca2+ fluorescence | inhibition, % at 7.15 µM | 340,000 compounds, 0.12% hits | AID 493244;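 active means inhibition above the mean inhibition of all tested compounds plus 3 SD, cut at about 17% in these data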;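 further: assay run at fixed EC70 calcium of 1.6 mM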
PKA-R2B act = PKA-R2B complex activation; 340,000 compounds, 0.079% hits; AID 504700; activation, % at 11.4 µM; P22694+P31323; PKA-R2B holoenzyme dissociation, Cy5-IP20 fluorescence polarization; R2B truncated from residue 108, S112A mutant; 0% DMSO only, 100% 113 µM cGMP;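 active means activation above a cutoff set at the mean over all compounds plus 3 SD, cut at about 18% in these data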;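 further: higher means more holoenzyme dissociation and a rise in polarization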
Target sequence (P31323 whole entry, looked up, other chains not shown, the tested form may be a part): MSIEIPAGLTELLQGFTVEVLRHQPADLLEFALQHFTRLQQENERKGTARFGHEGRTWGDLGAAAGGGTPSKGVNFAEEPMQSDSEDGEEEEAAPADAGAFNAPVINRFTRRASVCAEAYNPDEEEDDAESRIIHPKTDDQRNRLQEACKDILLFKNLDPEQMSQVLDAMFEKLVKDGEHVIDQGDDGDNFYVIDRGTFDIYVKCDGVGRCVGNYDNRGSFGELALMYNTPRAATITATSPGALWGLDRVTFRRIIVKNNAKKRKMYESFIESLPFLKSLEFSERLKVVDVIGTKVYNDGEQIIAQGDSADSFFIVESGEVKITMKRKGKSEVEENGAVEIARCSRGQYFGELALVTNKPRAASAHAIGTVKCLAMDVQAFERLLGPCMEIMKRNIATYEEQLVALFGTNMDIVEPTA
DAGLB inh = blocks human DAGLB lipase activity; Q8NCG7; HEK293T DAGLB membrane lysate, EnzChek fluorogenic substrate; inhibition, % at 5.17 µM; 340,000 compounds, 0.059% hits; AID 504411; in the data active means inhibition above about 34%;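 further: 0% = enzyme with vehicle and 100% = wells lacking enzyme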
NSD2 inh = NSD2 (human) methyltransferase inhibition | O96028 | NSD2 peptide methylation, AlphaScreen, 120 min | inhibition, % at 12.5 µM | 310,000 compounds, 0.54% hits; in the data active means inhibition above about 50%
SR-BI DiI-HDL act = activators of SR-BI mediated HDL lipid uptake. 320,000 compounds, 0.096% hits. activation, % at 12.5 µM. CHO ldlA[mSR-BI] cells, DiI-HDL uptake fluorescence, 3 h; 100 = double the neutral-control signal;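 active means mean replicate activation of at least 60% and every replicate at or above 60%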;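 further: 0% = median plate neutral-control signal and 100% = twice that signal; values of inactives mirror those of a sister screen read the other way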
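Material – SR-BI-overexpressing, LDLR-lacking CHO cells · Medium – BSA-supplemented, HEPES-buffered Ham's F12, pH 7.4 · Doses – single concentration · Times – compound with DiI-HDL co-incubation, 3 h at 37 °C · Measured by – bottom-read fluorescence, 550/595 nm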
LANA DNA inh = blocks KSHV LANA C-terminal domain binding to DNA; MBP-C-LANA/FAM-LBS DNA binding, fluorescence polarization; inhibition, % at 9 µM; 340,000 compounds, 0.078% hits;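 active means highest replicate inhibition at or above 60% at 9 µM, even if other replicates fall short; inactive means all replicates below 60% inhibition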;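 further: 0% = neutral control wells and 100% = 4 µM acridine orange control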
* hit, by the source's call; x = not tested or not shown. Compounds as they come; overall some 2.1% were active at least once.

SMILES | PvdQ inh | Keap1-Nrf2 PPI | SR-BI DiI inh | Arrestin-AP2 inh | RTF Ca sens inh | PKA-R2B act | DAGLB inh | NSD2 inh | SR-BI DiI-HDL act | LANA DNA inh
COc1ccc(-c2nn(-c3ccccc3)cc2C2CC(c3cccs3)=NN2C(=O)CCCC(=O)O)cc1 (stereo not drawn) | -10 | 4 | -21 | -2 | 6 | -3 | 3 | 2 | 21 | 4.2
COC(=O)C1=NN(c2ccccc2OC)C2C(=O)N(c3ccccc3OC)C(=O)C12 (stereo not drawn) | 15 | -4 | -1 | -7 | -9 | -1 | 1 | -1 | 1 | -1.5
O=C(Nc1ncccc1O)c1ccc2c(c1)OCCO2 | 26 | -2 | -2 | 10 | -5 | -10 | 1 | 7 | 2 | 0.3
COc1ccnc(Oc2ccc(F)cc2)c1C(=O)N/C=N/OCc1ccccc1 | -11 | -5 | 18 | -7 | -8 | 10 | 1 | -11 | -18 | -0.7
CCn1c(SCC(=O)NC2CCS(=O)(=O)C2)nnc1-c1ccccc1 (stereo not drawn) | -3 | 0 | -21 | 29 | 0 | 4 | 1 | -4 | 21 | 0.3
Cc1ccc(C(=O)COC(=O)c2nc3nccc(C)n3n2)c(C)c1 | -11 | 1 | -23 | -8 | -5 | -9 | -5 | 0 | 23 | 1.2
O=C(Nc1ccc(N2CCN(C(=O)c3ccccc3)CC2)cc1)c1ccc2c(c1)OCCO2 | -20 | -2 | 56 | -2 | -3 | -15 | 0 | 1 | -56 | -1.3
Nn1c(SCC(=O)NCc2ccccc2)nnc1C1CC1 | -1 | 2 | -18 | 19 | -2 | -4 | -1 | -4 | 18 | -0.2
COCC(=O)n1nc(-c2ccccc2)nc1NCc1ccccc1 | -5 | 2 | 0 | -6 | -4 | 0 | -1 | 0 | 0 | 0.5
CCOc1ccc(OCCSc2nc3ccccc3n2CC(=O)O)cc1 | -14 | -2 | 72* | 1 | -11 | -10 | 2 | -1 | -72 | 0.8
CCOC(=O)c1[nH]c2ccccc2c1NC(=O)CN(C)C | -15 | 2 | 13 | -1 | -4 | 7 | -1 | -1 | -13 | 0.2
CC(=NNC(=S)N1CC2CCC(CC2)C1)c1cccc(C)n1 | 1 | 3 | 5 | 7 | 8 | -2 | 0 | 18 | -5 | -2.4
O=C(N/N=C/c1ccc(O)c(O)c1)c1cc(-c2ccccc2)nc2ccccc12 | -13 | -2 | 3 | -7 | -5 | -3 | 10 | 49 | -3 | 1.2
CSc1nc2ncc(-c3ccsc3)c(N)n2n1 | 21 | 1 | -5 | 28 | 4 | -3 | 0 | -1 | 5 | -0.1
CCN(CC)C(=O)C1=C(C)NC(=S)NC1c1cccs1 (stereo not drawn) | -6 | -1 | -6 | -20 | -3 | -3 | 1 | -2 | 6 | 0.4
COc1ccccc1CCNC(=O)CSc1ccc(-c2cccs2)nn1 | 10 | -2 | -14 | 10 | -7 | 6 | -2 | x | 14 | x
COCc1cc(C)nc(OCC(=O)N/N=C/c2ccc(C)cc2)c1C#N | -4 | 1 | -8 | -11 | -4 | -6 | 1 | -12 | 8 | 0.9
COc1ccc(S(=O)(=O)NCCc2c(C)nn(C)c2Oc2ccccc2)cc1 | -15 | 2 | -4 | 7 | -1 | -11 | 0 | x | 4 | 0.5
Cc1ccc(S(=O)(=O)N(CC(=O)O)Cc2ccco2)cc1 | -7 | 3 | -12 | 9 | -4 | 2 | -3 | 9 | 12 | 14
O=C1C(O)=CC(=C(c2ccccc2)c2ccccc2)c2ccccc21 | -1 | 2 | 38 | -4 | 0 | -7 | 22 | 3 | -38 | -1.4
O=C(NCCc1ccc(Cl)cc1)c1cnccn1 | 5 | -3 | -13 | -6 | -4 | 2 | 0 | -5 | 13 | 0.0
COC(=O)c1ccccc1NC(=O)CSc1nc2cccnc2n1C | 0 | 0 | 8 | 20 | -3 | -6 | -1 | 5 | -8 | 0.8
Cc1[nH]c2ccccc2c1/C=N/n1cnnc1 | -8 | 1 | -29 | -9 | 0 | 3 | -2 | -2 | 29 | 4.2
COc1cccc(OC)c1OC(=O)c1ccccc1 | -5 | 0 | -2 | 7 | 1 | -6 | -4 | -2 | 2 | -4.1
CCCn1c(C)cs/c1=N\C(=S)Nc1ccccc1 | 1 | 3 | -1 | 8 | -7 | -7 | 0 | -2 | 1 | 2.9

(cont.)
SMILES | PvdQ inh | Keap1-Nrf2 PPI | SR-BI DiI inh | Arrestin-AP2 inh | RTF Ca sens inh | PKA-R2B act | DAGLB inh | NSD2 inh | SR-BI DiI-HDL act | LANA DNA inh
CCOC(=O)c1c(C)[nH]c(C)c1C(=O)COC(=O)/C=C/c1ccc(OC(F)F)cc1 | 10 | -8 | 66 | 15 | -2 | 0 | -4 | -2 | -66 | -0.8
O=C(N/N=C/c1cn(-c2ccccc2)nc1-c1ccccc1)c1ccco1 | -2 | 0 | 47 | 3 | 1 | -2 | -1 | 1 | -47 | -0.4
C=CCc1cc(Cl)ccc1OCCN(C)C | 6 | 1 | -17 | 14 | -1 | -4 | -2 | 8 | 17 | 0.5
O=C(Cn1nnc(-c2ccc(S(=O)(=O)N3CCCC3)cc2)n1)NCC1CCCO1 (stereo not drawn) | -11 | -2 | -18 | 3 | -9 | -1 | 3 | -2 | 18 | -0.1
Cc1cc(C)n2nc(CC(=O)NNC(=O)COc3cccc(C)c3C)nc2n1 | -12 | -8 | 13 | 0 | 0 | 13 | -2 | 1 | -13 | -0.7
COc1ccc(NC(=O)Nc2ccccc2F)c(C)c1 | -14 | -4 | 8 | -13 | -8 | -7 | -2 | -2 | -8 | -0.4
CN(C)CCCNC(=O)c1cc(C(=O)c2ccccc2F)c[nH]1 | -10 | -6 | -7 | 0 | -9 | -1 | -1 | 7 | 7 | -1.9
COc1ccc(-n2c(C)c(C(C)=O)c3cc(O)ccc32)cc1 | -10 | -4 | x | 2 | 5 | -8 | -3 | -1 | x | -1.0
COc1cc(C(CCN2CCCC2)c2c(OC)cc(OC)c3c(-c4ccccc4)cc(=O)oc23)cc(OC)c1OC (stereo not drawn) | 4 | -9 | -12 | x | 0 | 5 | -3 | x | 12 | -2.0
CC(=O)N1c2ccc(S(=O)(=O)NCC3CCC(C(=O)Nc4ccc(C)cn4)CC3)cc2CC1C (stereo not drawn) | -15 | -10 | 43 | 1 | 0 | 10 | -2 | -4 | -43 | -0.1
O=C(O)c1ccoc1CN1CCCCC1 | -19 | 4 | -22 | -3 | 1 | -12 | 1 | -1 | 22 | -0.8
CCOc1ccc(N2CC(C(=O)N3CCCCC3)CC2=O)cc1 (stereo not drawn) | -14 | -2 | x | -5 | 4 | 1 | 0 | -4 | x | 1.6
COc1ccc(C(=O)CC(=O)C(=O)Nc2cc(C)ccc2C)cc1 | -15 | 0 | 11 | -12 | 0 | -1 | 2 | 4 | -11 | 0.4
COC(=O)c1ccc(Nc2cc(C)nc3ccc(C)cc23)cc1 | -13 | -5 | -20 | 10 | -6 | -6 | -2 | -5 | 20 | -0.6
CCN(c1ccccc1)S(=O)(=O)c1ccc(Cl)c(C(=O)OCC(=O)c2[nH]c(C)c(C(C)=O)c2C)c1 | 14 | -1 | -2 | -2 | 9 | -1 | -3 | 3 | 2 | 0.9
CCCc1cc(C(=O)Nc2cccc(C(C)=O)c2)no1 | 1 | 1 | -9 | 0 | 2 | -14 | -1 | x | 9 | 0.9
C=CCn1c(CC(=O)OC)csc1=Nc1ccc(C(C)=O)cc1 | 9 | -6 | 15 | 18 | 2 | -5 | 1 | 1 | -15 | -0.6
CC1Cc2cc(S(=O)(=O)N3CCN(c4ccc(Cl)cc4)CC3)ccc2N1C(=O)C1CC1 (stereo not drawn) | -10 | -2 | 4 | 9 | -8 | 0 | -1 | -3 | -4 | -0.7
Cc1ccccc1CC(=O)Nc1ccon1 | -10 | -5 | -5 | 16 | -8 | 11 | -2 | -2 | 5 | 1.7
COc1cc(/C=C2/SC(=S)N(c3c(C)n(C)n(-c4ccccc4)c3=O)C2=O)ccc1O | -8 | -12 | 15 | 4 | -2 | 1 | 2 | 47 | -15 | -3.8
CC(C)CCn1c(N2CCc3ccccc3C2)nc2c1c(=O)[nH]c(=O)n2C | -6 | 3 | 2 | 1 | -2 | -1 | -3 | x | 4 | -0.2
Cc1oc(-c2cccc(F)c2)nc1CN1CCCCC1CCn1cccn1 (stereo not drawn) | -2 | -4 | -15 | -5 | 10 | -2 | -2 | -20 | 15 | -1.5
O=C(Cc1ccccc1)NC1CCS(=O)(=O)C1 (stereo not drawn) | -4 | -2 | -9 | -5 | 4 | -7 | 3 | 0 | 9 | -0.7
O=C(Nc1ccc(Cl)c(Cl)c1)Nc1nnc(CSc2ccccc2)s1 | -1 | -2 | 11 | 7 | 1 | -9 | 0 | 9 | -11 | -0.4
CC(=O)c1cnc2c(-c3cccc(Br)c3)cnn2c1C | -13 | -5 | 15 | -18 | -23 | 5 | -9 | 0 | -15 | 3.1

Continuation:
SMILES | PvdQ inh | Keap1-Nrf2 PPI | SR-BI DiI inh | Arrestin-AP2 inh | RTF Ca sens inh | PKA-R2B act | DAGLB inh | NSD2 inh | SR-BI DiI-HDL act | LANA DNA inh
COc1cc(N)c(Cl)cc1C(=O)OCC(=O)N(C)C1CCCCC1 | -12 | 3 | 3 | -1 | -6 | -10 | 0 | 1 | -3 | -0.3
O=C(CC(NC(=O)c1ccccc1)c1ccccc1)Nc1cccc2ccccc12 (stereo not drawn) | 4 | 1 | 13 | -11 | -5 | -6 | -32 | 0 | -13 | 4.4
Cc1cc(C)n2nc(SCC(=O)Nc3ccc(F)cc3)nc2n1 | 12 | -1 | -9 | -5 | -10 | -2 | 2 | x | 9 | -0.7
COCCn1c(SCC(=O)NC2CCCCC2C)nnc1-c1ccncc1 (stereo not drawn) | -13 | -6 | -24 | 6 | -4 | 2 | 1 | -3 | 24 | 1.5
Cc1ccc(S(=O)(=O)N[C@@H](C)C(=O)N2CCC(C(=O)N[C@@H](Cc3ccccc3)C(=O)O)CC2)cc1 | 1 | -1 | -8 | 12 | 2 | -6 | -3 | 22 | 8 | -0.6
Cc1nnc(NC(=O)Cn2nc(C)c3ccccc3c2=O)s1 | 10 | 2 | -11 | -4 | -2 | 2 | 0 | 0 | 11 | 0.4

Among those listed so far, four contain a thiophene ring, fused or not.
SMILES | PvdQ inh | Keap1-Nrf2 PPI | SR-BI DiI inh | Arrestin-AP2 inh | RTF Ca sens inh | PKA-R2B act | DAGLB inh | NSD2 inh | SR-BI DiI-HDL act | LANA DNA inh
COc1ccc(-c2nn(-c3ccccc3)cc2C2CC(c3cccs3)=NN2C(=O)CCCC(=O)O)cc1 (stereo not drawn) | -10 | 4 | -21 | -2 | 6 | -3 | 3 | 2 | 21 | 4.2
CSc1nc2ncc(-c3ccsc3)c(N)n2n1 | 21 | 1 | -5 | 28 | 4 | -3 | 0 | -1 | 5 | -0.1
CCN(CC)C(=O)C1=C(C)NC(=S)NC1c1cccs1 (stereo not drawn) | -6 | -1 | -6 | -20 | -3 | -3 | 1 | -2 | 6 | 0.4
COc1ccccc1CCNC(=O)CSc1ccc(-c2cccs2)nn1 | 10 | -2 | -14 | 10 | -7 | 6 | -2 | x | 14 | x
